Screens: PubChem, several laboratories
VHR inh abs = blocks human VHR1 dual specificity phosphatase. inhibition, % at 13.3 µM. P51452. 290,000 tested, 0.52% active. recombinant VHR phosphatase, pNPP absorbance; in the data active = inhibition above about 50%; note: some compounds called inactive have numbers as strong as hits
MazEF act = increases E. coli MazEF RNase cleavage of RNA; P0AE70; FAM/BHQ RNA-DNA oligo cleavage fluorescence, 5 h; activation, % at 20 µM; 350,000 tested, 0.32% active; AID 504720; in the data active = activation above about 50%
Target sequence (P0AE70 whole entry, looked up): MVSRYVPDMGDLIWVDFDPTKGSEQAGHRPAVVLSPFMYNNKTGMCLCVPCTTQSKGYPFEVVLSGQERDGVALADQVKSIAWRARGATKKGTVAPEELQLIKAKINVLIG
Y pestis TopoI = blocks Yersinia pestis topoisomerase I activity; Y. pestis Topo-I cleavage product accumulation, plate reader; activity, % at 10 µM; 360,000 tested, 0.064% active; AID 504884; in the data active = activity above about 50%, passing the limit was not always enough; note: inactives centre near 2
TcdB GH inh = blocks C. difficile toxin B glycohydrolase activity; TcdB glycohydrolase enzymatic assay, plate reader; 350,000 tested, 0.24% active; inhibition, % at 9.99 µM; in the data active = inhibition above about 10%
Rv3671c inh = inhibitors of M. tuberculosis serine protease Rv3671c. P9WHR9. inhibition, % at 5.96 µM. 320,000 tested, 0.048% active; in the data active = inhibition above about 38%;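 note: extracellular domain of Rv3671c used as enzyme; 0% = enzyme with DMSO and 100% = no enzyme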
Target sequence (P9WHR9 whole entry, looked up, the tested form may be a part): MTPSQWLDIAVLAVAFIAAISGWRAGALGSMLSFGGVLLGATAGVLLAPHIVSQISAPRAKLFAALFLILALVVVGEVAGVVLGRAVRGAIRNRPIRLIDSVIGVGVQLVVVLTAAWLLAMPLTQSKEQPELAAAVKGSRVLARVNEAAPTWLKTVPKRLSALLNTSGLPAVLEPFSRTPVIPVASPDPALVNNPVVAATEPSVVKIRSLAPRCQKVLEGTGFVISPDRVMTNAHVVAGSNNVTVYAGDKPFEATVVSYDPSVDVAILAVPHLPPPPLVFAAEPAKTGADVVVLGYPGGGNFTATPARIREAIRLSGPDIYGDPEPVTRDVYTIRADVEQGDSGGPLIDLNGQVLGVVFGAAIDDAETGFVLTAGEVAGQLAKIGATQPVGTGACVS
Vc quorum ag = quorum light induction in luxS cqsA deficient V. cholerae; V. cholerae BH1578 lux reporter, luminescence, 6 h; activation, % at 18.7 µM; 350,000 tested, 0.16% active; AID 588436; in the data active = activation mostly above about 9.7%, no sharp cut-off; note: not every result past the cut was called active; inactives centre near 0; reference of the scale not given here
CCHF vOTU inh = blocks the CCHF virus ovarian tumor domain protease; CCHFV vOTU protease, Pep-AMC fluorescence; inhibition, % at 11.5 µM; 370,000 tested, 0.55% active; in the data active = inhibition above about 30%; note: 0% = vehicle wells with enzyme and 100% = no enzyme wells
SSB-PriA inh = inhibitors of Klebsiella pneumoniae PriA binding to SSB C-terminal tail; AlphaScreen SSBct-PriA binding, biotinylated peptide; inhibition, % at 33 µM; 430,000 tested, 0.6% active; AID 1272365; in the data active = inhibition mostly above about 37%, no sharp cut-off; inactive = mostly below about 20%;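 note: plate controls were negative control peptide for no effect and reference peptide for full effect; strong numbers were not always called active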
SARS 3CLpro inh = SARS-CoV 3CLpro protease inhibition; recombinant SARS-CoV 3CLpro, quenched FRET peptide cleavage; inhibition, % at 6 µM; 290,000 tested, 0.14% active; in the data active = inhibition above about 12%
PrPC surface inh = reduces human prion protein on the cell surface; P04156; cell surface PrPC, TR-FRET read-out; inhibition, % at 13.8 µM; 370,000 tested, 0.43% active; in the data active = inhibition above about 24%; note: 0% = median of the test wells and 100% = reference compound wells
* hit, by the source's call; i = inactive; nt = not tested or not shown; & = joins results of further samples.

#	canonical_smiles	VHR inh abs	MazEF act	Y pestis TopoI	TcdB GH inh	Rv3671c inh	Vc quorum ag	CCHF vOTU inh	SSB-PriA inh	SARS 3CLpro inh	PrPC surface inh
1	CCC(=O)N=c1n(C)c2ccccc2n1CCOc1ccccc1	-5	4	0	0.6	3	-0.1	-9	0	2	-6
2	CCN(CC)Cc1c(C(=O)N/N=C/c2ccc(C)o2)nnn1-c1nonc1N	-3	3	8	-11	-1	i	4	nt	0	-1
3	O=C(CN1CCN(Cc2ccc(F)cc2)C1=O)NC1CCCC1	16	-3	5	-0.4	9	4.8	-17	-12	-1	-2
4	CC(=O)c1c(COC(=O)c2ccc(Cl)cc2)nc2ccccc2[n+]1[O-]	-8	2	-6	0.5	5	-0.4	-9	-3	-2	-7
5	COc1cccc(OCC(O)CN2CCC(CN3C(=O)c4cccc5cccc(c45)C3=O)CC2)c1 (stereo unspecified)	27	-10	19	1.5	-2	1.2	-4	23&15	1	-31
6	O=C(Nc1cc(C(F)(F)F)ccc1N1CCOCC1)c1cncc(Br)c1	21	3	-3	nt	2	2.0	9	-15	1	-6
7	O=C(CN(C(=O)CNC(=O)c1ccco1)c1ccc(F)c(Cl)c1)NC1CCCCC1	-4	-5	-2	-3.4	-4	-4.0	4	-2	0	3
8	Cc1onc(-c2ccccc2Cl)c1C(=O)Oc1cccc2cccnc12	30	2	1	1.0	12	-0.2	-5	-20	-1	4
9	C=CS(=O)(=O)N(Cc1ccccc1Br)[C@H](CO)CC(C)C	nt	-6	18	0.9	nt	i	-2	-3	nt	2
10	Cc1ccc(C)c(N2CCN(C(=O)c3csc(C)c3C)CC2)c1	-1	1	33	nt	-3	i	0	-16	0	2
11	COC(=O)c1ccccc1NC(=O)CSc1nnc(COc2cccc(OC)c2)n1C	22	3	24	nt	-1	i	6	-16	-3	-3
12	CC(=O)c1ccc(NC(=O)Cn2cnc(S(=O)(=O)N3CCc4ccccc43)c2)cc1	3	-7	-7	0.7	2	0.8	18	-8	3	-2
13	CCOC(=O)Cn1c2ccccc2c2nc3ccccc3nc21	14	1	1	nt	3	-0.3	-10	-8	0	1
14	CCOc1ccc(CC(=O)Nc2nccs2)cc1OCC	6	1	-9	0.6	-10	i	-4	0	-2	-6
15	CCCCn1c(N)c(N(CCOC)C(=O)CN(C)S(=O)(=O)c2ccc(F)cc2)c(=O)[nH]c1=O	nt	4	-3	0.2	9	i	-7	0	nt	1
16	CCCOc1ccc(Cl)cc1CNc1ccccc1	31	-6	6	nt	4	-0.2	-4	-68	6	6
17	C/C=C/c1ccc(OCC(=O)Nc2cc(C(F)(F)F)ccc2N2CCOCC2)c(OC)c1	14	-2	5	0.2	3	-0.2	-12	-16	6	-3
18	Cc1cc(C)n2nc(SCC(=O)N3CCCC(C)C3)nc2n1 (stereo unspecified)	nt	7	-3	1.2	0	i	-10	-2	nt	-2
19	O=C(CN1C(=O)C2CC=CCC2C1=O)Nc1ccc(OC(F)(F)F)cc1 (stereo unspecified)	nt	5	0	-1.4	-2	-0.3	-5	-9	nt	6
20	O=C(O)CCNc1cc2ccccc2cc1C(=O)O	-5	8	3	nt	-2	i	-3	-1	2	-1
21	O=C(Nc1ccc(Cl)cc1)N1CCc2ccccc2C1	-23	-2	3	3.1	2	-0.7	1	0	7	-5
22	CC(=O)Nc1cc(-c2ccc(N3CCN(C)CC3)cc2)cn2c(-c3cccc(C(=O)N(C)C)c3)cnc12	nt	nt	11	0.4	nt	i	3	nt	nt	-19
23	O=C(OCc1ccc(Cl)cc1)c1cccnc1Cl	6	-1	-8	-0.3	-6	-1.2	-8	-52	7	7
24	Cc1ccc(S(=O)(=O)CCC(=O)Nc2ccc3c(c2)OCO3)cc1	6	-2	2	nt	0	-7.7	12	-13	-7	3
25	NC(=O)COC(=O)CSc1cccc2cccc(Cl)c12	16	12	8	3.7	3	-1.0	-18	8	-4	39*
26	CCCCC(=O)Nc1ccc(S(=O)(=O)N2CCCCC2c2cccnc2)cc1 (stereo unspecified)	14	0	17	0.5	-1	-0.3	-8	-9	-4	9
27	CC(C)N(Cc1ccccc1)C(=O)CC(=O)N(Cc1ccccc1)C(C)C	2	-12	-1	2.5	0	i	-7	3	-2	-4
28	CCc1ccc(CNC(=O)CCS(=O)(=O)Cc2ccc(C)cc2)cc1	2	-6	13	2.2	2	-1.0	8	5	0	3
29	Cc1c(/C(O)=C2/C(=O)C(=O)N(Cc3cccnc3)C2c2cccs2)cnn1-c1ccccc1 (stereo unspecified)	-20	10	5	nt	6	-2.0	22	nt	4	10

These rows are one share of the data; rates above refer to the full screens.
